# Screens as filed in PubChem BioAssay.
# HDAC3 inhib – inhibitors of human histone deacetylase 3; O15379; recombinant HDAC3, fluorogenic peptide/trypsin coupled, fluorescence; inhibition, % at 8.3 µM; hit rate 0.15% among 320,000; AID 2718; in the data active = inhibition above about 26%, passing the limit was not always enough; inconclusive = no clear call, values can overlap the other calls
# TRPC6 act – activates the mouse TRPC6 cation channel; HEK293-TRPC6 membrane potential dye fluorescence; active compounds read high; B-score at 10 µM; hit rate 0.13% among 310,000; AID 2550;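 active = B-score of the integrated fluorescence ratio above library mean plus 3 SD, and starting fluorescence ratio within library mean plus 5 SD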;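 also: higher score means more depolarization so channel activation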
# ANO1 block – mouse TMEM16A channel inhibition, primary screen | AID 588511 | normalized B-score (activity score, 25-100; higher = stronger inhibition) at 10 µM | hit rate 1.2% among 310,000 | HEK293 TMEM16A/YFP iodide influx fluorescence, ionomycin;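 active = ratio plate-corrected score three or more library SD toward inhibition, starting fluorescence score within five deviations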;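 also: score derived from kinetic fluorescence span divided by baseline fluorescence per well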
# Target sequence (Q8BHY3 whole entry, looked up): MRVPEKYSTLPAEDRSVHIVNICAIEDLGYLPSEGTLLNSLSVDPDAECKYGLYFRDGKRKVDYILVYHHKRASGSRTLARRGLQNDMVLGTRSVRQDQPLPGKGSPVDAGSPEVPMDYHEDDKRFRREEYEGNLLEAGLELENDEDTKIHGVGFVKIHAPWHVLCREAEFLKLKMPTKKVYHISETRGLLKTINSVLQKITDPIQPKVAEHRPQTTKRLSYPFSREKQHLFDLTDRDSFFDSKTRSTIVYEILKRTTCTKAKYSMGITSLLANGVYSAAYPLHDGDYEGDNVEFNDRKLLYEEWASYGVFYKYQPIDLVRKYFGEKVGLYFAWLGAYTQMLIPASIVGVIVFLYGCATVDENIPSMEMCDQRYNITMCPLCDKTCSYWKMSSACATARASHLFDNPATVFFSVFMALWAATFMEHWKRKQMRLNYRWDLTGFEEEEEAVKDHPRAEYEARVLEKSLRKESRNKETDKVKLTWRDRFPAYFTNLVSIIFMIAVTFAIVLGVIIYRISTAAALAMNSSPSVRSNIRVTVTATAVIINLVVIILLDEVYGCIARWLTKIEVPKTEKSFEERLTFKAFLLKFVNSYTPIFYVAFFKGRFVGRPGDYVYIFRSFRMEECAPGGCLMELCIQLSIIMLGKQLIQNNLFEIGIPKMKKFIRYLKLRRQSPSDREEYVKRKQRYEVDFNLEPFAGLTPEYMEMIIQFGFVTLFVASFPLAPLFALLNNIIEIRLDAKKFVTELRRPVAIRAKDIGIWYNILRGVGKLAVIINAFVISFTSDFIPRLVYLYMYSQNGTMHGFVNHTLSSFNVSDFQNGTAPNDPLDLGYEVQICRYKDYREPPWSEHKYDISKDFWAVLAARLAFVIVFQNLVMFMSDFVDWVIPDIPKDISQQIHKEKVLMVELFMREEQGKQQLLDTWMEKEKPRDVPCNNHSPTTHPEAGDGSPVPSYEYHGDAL
# RGS4 pot – RGS4 potentiation or activation; HEK293 M3R/inducible RGS4, carbachol calcium flux Fluo4; active compounds read low; B-score at 10 µM; hit rate 0.92% among 310,000;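 active = B-score of the integrated calcium signal more than 4 SD below the library mean, with starting fluorescence not abnormally high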;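 also: negative B-score means reduced calcium response which marks RGS4 activation or potentiation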
#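 Assay system: Inducible-RGS4 HEK293 cells carrying M3 receptor | Schedule: Compound preincubation 20 min at room temperature before agonist | Signal: Kinetic calcium fluorescence imaging with Fluo4-AM dye, 2 µM | Read-out basis: B score from integrated fluorescence ratio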
# TRPC6 inh – inhibitors of mouse TRPC6 channel. HEK293-TRPC6, membrane potential dye, ACh-evoked depolarization; active compounds read low. B-score at 10 µM. hit rate 1.1% among 310,000. Q61143;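 active = B-score under library mean minus 3 SD, initial fluorescence not abnormally high, positive integrated signal ratio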;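 also: B-score derived from integrated fluorescence ratio over the kinetic read; more negative B-score means stronger inhibition of depolarization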
# MrgX1 antagonist – human MrgX1 receptor antagonism, primary screen. hit rate 1.3% among 310,000. MRGX1-HEK293 calcium flux, Fluo-4, BAM8-22 antagonism; active compounds read low. Q96LB2. AID 588676. B-score at 10 µM;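 active = calcium-response B-score plate-corrected more than 3 library SD below zero, starting fluorescence within 5 deviations, no agonist response on first addition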;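 also: peak minus trough fluorescence over baseline after final BAM8-22 challenge near maximal dose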
# MrgX1 allo act – human MrgX1 positive allosteric modulation, primary screen; Q96LB2; MrgX1-HEK293, Fluo-4 calcium flux, FDSS; active compounds read high; B-score at 10 µM; hit rate 0.63% among 310,000; AID 588675;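 active = plate-corrected calcium response at least 3 library SD above typical, normal starting fluorescence, not activating the receptor alone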;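 also: compound read alongside a low EC10 to EC30 dose of BAM8-22 agonist; peak minus trough fluorescence over baseline measured at the second addition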
# RGS4 block – human RGS4 inhibition | HEK293 M3R/RGS4 inducible, Fluo-4 calcium flux; active compounds read high; triggered by carbachol at its EC20 | B-score at 10 µM | hit rate 0.45% among 310,000;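 active = B-score, a plate-corrected calcium signal, over three deviations above library mean, with baseline fluorescence within five deviations of library mean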;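 also: RGS4 expression induced by doxycycline in cells with stable M3 receptor; B-score is computed from the integrated fluorescence ratio over baseline after carbachol; higher B-score means a larger calcium signal and so more RGS4 inhibition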
# SKKanGAS inh – inhibitors of SKKanGAS S. pyogenes growth in kanamycin (SK-promoter or general growth effect); BacTiter-Glo, 6 h; inhibition, % at 7.5 µM; hit rate 1.3% among 300,000;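 active = mean replicate score, as percent of positive control median, at least 50; inconclusive = mean below 50 but one replicate at or above 50; inactive = mean and every replicate below 50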;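 also: strain carries kanamycin resistance gene driven by streptokinase promoter and grows in 40 µg/ml kanamycin; loss of luminescence reflects streptokinase promoter inhibition or plain growth inhibition; 0% = median of DMSO wells and 100% = positive control at its reference dose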
# MrgX1 agonist – human MrgX1 receptor agonism, primary screen | MrgX1-HEK293 cells, Fluo-4 calcium fluorescence, agonist mode; active compounds read high | B-score at 10 µM | hit rate 0.44% among 310,000 | AID 588627;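 active = calcium response B-score plate-corrected fluorescence ratio at least 3 library SD, with starting fluorescence B-score inside 5 SD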
#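 Assay system: MrgX1-expressing HEK293 cells / Amount: fifteen thousand cells per well / Doses: test compound in the initial addition of three / Timing: cells plated overnight, dye loaded 0.5 h 37 °C, 0.5 h room temperature / Technique: kinetic calcium dye fluorescence, Fluo-4 NW / Control set: positive and negative controls per plate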
# TMEM16A act – activators or potentiators of mouse TMEM16A chloride channel | Q8BHY3 | HEK293 TMEM16A/YFP-H148Q/I152L, iodide quench fluorescence; active compounds read low | B-score at 10 µM | hit rate 0.3% among 340,000;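 active = fluorescence-ratio B-score plate-corrected deviation score at least 3 library SD below zero, with starting fluorescence score within 5 deviations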;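 also: channel opened by trigger with iodide after compound preincubation; score built on the fluorescence ratio of max minus min over baseline; more negative score means more quench and so TMEM16A activation or potentiation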
# Active calls of the source: *; i = inactive; ? = inconclusive; · = not tested or not shown. Compounds were not picked by outcome; 6.7% or so of the library scored in one or more.
compound | HDAC3 inhib | TRPC6 act | ANO1 block | RGS4 pot | TRPC6 inh | MrgX1 antagonist | MrgX1 allo act | RGS4 block | SKKanGAS inh | MrgX1 agonist | TMEM16A act
O=C1COc2ccc(S(=O)(=O)N3CCN(c4cccc(Cl)c4)CC3)cc2N1 | -5 | i | i | i | i | i | i | i | -23 | i | i
CNC(=S)N/N=C/c1ccc(C(C)C)cc1 | 5 | i | i | i | i | i | i | i | -3 | i | i
O=C(Nc1ccccc1N1CCCC1)c1ccc2c(c1)OCO2 | 5 | i | i | i | i | i | i | i | ? | i | i
N=c1c(S(=O)(=O)c2ccccc2)cc2c(=O)n3ccccc3nc2n1CCCN1CCOCC1 | -32 | i | i | i | -5.5* | i | i | i | 1 | i | i
Cc1ccc(-n2ncc3c(NCc4ccccc4)ncnc32)cc1 | 2 | i | i | i | i | i | i | i | 2 | i | i
O=C(CSc1ccc([N+](=O)[O-])cn1)Nc1ccccc1N1CCOCC1 | -16 | i | i | i | i | i | i | i | 7 | i | i
CCC(=O)N1N=C(c2ccccc2)CC1c1ccc([N+](=O)[O-])cc1 (centres undefined) | -1 | i | i | i | i | i | i | i | 21 | i | i
CCN(CC)CCNC(=O)C1(O)c2cc(Br)ccc2NC(=O)N1c1c(F)cccc1F (centres undefined) | 7 | i | i | i | i | i | i | i | 4 | i | ·
CCC(C)Sc1nc2c(c(=O)[nH]c(=O)n2C)n1CCc1ccccc1 (centres undefined) | 1 | i | i | i | i | i | i | i | 2 | i | i
CCOc1ccc(NC(=O)CCC(=O)NNC(=O)COc2ccccc2C)cc1 | 3 | i | i | i | i | i | i | i | -3 | i | i
COc1ccc(S(=O)(=O)NN=C2CCCC2)cc1 | 1 | i | i | i | i | i | i | i | -4 | i | i
CC1CN(S(=O)(=O)c2cccc(-c3csc(-c4ccccc4)n3)c2)CC(C)O1 (centres undefined) | 13 | i | i | i | i | i | i | i | 4 | i | i
O=C(Cc1cccs1)NNC(=S)NCc1ccc(Cl)cc1 | -3 | i | i | i | i | i | i | i | -17 | i | i
CN1CCN(S(=O)(=O)Cc2ccc(Cl)cc2)CC1 | 2 | i | i | i | i | i | i | i | 3 | i | i
Cc1ccc(S(=O)(=O)CC(=O)N(CCCN2CCOCC2)c2nc3c(F)cccc3s2)cc1 | -1 | i | i | i | i | i | i | i | -3 | i | i
CCOC(=O)C1CCCN(C(=O)c2cc(Nc3ccc(OC)c(OC)c3)nc3ccccc23)C1 (centres undefined) | 2 | i | i | i | i | i | i | i | -4 | i | i
NC1=C([N+](=O)[O-])C(c2ccc(F)cc2)C2=C(CCCC2=O)O1 (centres undefined) | -5 | i | i | i | i | i | i | i | -4 | i | i
Cc1ccc(S(=O)(=O)NCCCCCC(=O)Nc2cccc(C)c2)cc1 | 3 | i | i | i | i | i | i | i | -11 | i | i
Cc1cc(C)[n+]2[nH]c(N)c(N=Nc3ccccc3)c2n1 | 1 | i | i | i | i | i | i | i | 10 | i | i
O=Cc1c(NCc2ccco2)nc2ccccn2c1=O | 4 | i | i | i | i | i | i | i | -1 | i | i
Cc1ccc(C)c(S(=O)(=O)N2CCN(C(=O)C(C)Sc3ccccc3)CC2)c1 (centres undefined) | -10 | i | i | i | i | i | i | i | -1 | i | i
Cc1cccc(N2CCN(C(=O)CCCn3c(=S)[nH]c4cc5c(cc4c3=O)OCO5)CC2)c1C | 1 | i | i | i | i | i | i | i | 39 | i | i
Nc1nonc1C(=O)NCCNc1ccc([N+](=O)[O-])cc1 | 3 | i | i | i | i | i | i | i | 7 | i | i
O=C(CN1CCCc2ccccc21)N/N=C/c1ccc(O)cc1O | 0 | i | i | i | i | i | i | i | 2 | i | i
CCc1nn2cc(C(=O)c3cc(Cl)ccc3O)cnc2c1-c1ccc(F)cc1 | · | i | 100* | i | i | i | i | i | 21 | i | i
OCCCN1CCN(CCOc2ccccc2-c2ccccc2)CC1 | 0 | i | i | i | i | i | i | i | -7 | i | i
COc1cc(/C=N/N=C(\N)c2nonc2N)ccc1O | ? | i | i | i | i | i | i | i | -7 | i | i
CC1CN(C(=O)CSc2nnc(NC(=O)NC(C)(C)C)s2)CC(C)O1 (centres undefined) | -9 | i | i | i | i | i | i | i | -3 | i | i
COCCOC(=O)C1=C(C)Nc2ncnn2C1c1ccccc1 (centres undefined) | 0 | i | i | i | i | i | i | i | 2 | i | i
COC(=O)[C@@H]1C[C@@]2(O)[C@H](O)[C@H](O)[C@H](O)C[C@H]2N1Cc1cccc2ccccc12 | 2 | i | i | i | i | i | i | i | -3 | i | i
CC1Cc2ccccc2N1C(=O)CN1C(=O)CN(C)C(=O)c2ccccc21 (centres undefined) | -4 | i | i | i | i | i | i | i | 0 | i | i
CC(=O)NCCn1c(SCc2cc(=O)n3cc(Cl)ccc3n2)nc2ccccc2c1=O | 3 | i | i | i | i | i | i | i | -7 | i | i
COc1ccccc1NC(=O)Cc1nnc(SCC(=O)Nc2ccccc2F)n1C | -5 | i | i | i | i | i | i | i | -3 | i | i
CC(=O)c1ccc(C(=O)NC2CCCN(Cc3ccccc3F)C2)s1 (centres undefined) | 0 | i | i | i | i | i | i | i | -6 | i | i
Cc1cc(C(=O)NNC(=O)Nc2ccc(Cl)cc2)no1 | 4 | i | i | i | i | i | i | i | -1 | i | i
CCOc1cc(C2C3=C(CCCC3=O)N(C)C3=C2C(=O)CCC3)cc(Cl)c1O | -4 | i | i | i | i | i | i | i | -2 | i | i
Fc1ccc(N/N=C/c2ccncc2)c(F)c1 | -3 | i | i | i | i | i | i | i | 0 | i | i
O=[N+]([O-])c1cccc(C2CC(c3ccccc3)=NN2c2ccccc2)c1 (centres undefined) | 2 | i | i | i | i | -7.6* | i | i | 22 | i | i
O=C1NC2(CCCCC2)C(=O)N1CC(=O)N(Cc1ccccc1)c1ccccc1 | -1 | i | i | i | i | i | i | i | 9 | i | i
C=CCNC(=O)C1CC(=O)N(c2ccc(OCC(=O)N3CCCC3)cc2)C1 (centres undefined) | -2 | i | i | i | i | i | i | i | -4 | i | i
Cn1cnnc1SCC(=O)Nc1nc(-c2ccccc2)cs1 | -1 | i | i | i | i | i | i | i | -5 | i | i
COc1cc(C(=O)Nc2ccc(NC(C)=O)cc2)ccc1OCc1ccccc1 | 0 | i | i | i | i | i | i | i | 5 | i | i
O=C1CCCC2=C1C(c1ccccc1)CC(=O)N2c1ccc(F)cc1F (centres undefined) | 4 | i | i | i | i | i | i | i | -3 | i | i
CCOC(=O)c1cc(-c2ccccc2)nc2nc(N(CC)CC)sc12 | -3 | i | i | -9* | i | i | i | i | 5 | i | i
COc1ccc(Oc2cccc(Cl)c2CNC(=O)c2ccccc2C(=O)O)cc1 | 3 | i | i | i | i | i | i | i | 0 | i | i
COC(=O)c1ccc(NC(=O)CN2C(=O)CNC2=O)cc1 | 2 | i | i | i | i | i | i | i | -2 | i | i
CCc1nn(C(C)C(=O)NCc2ccc(Cl)cc2)c(=O)c2cc3occc3n12 (centres undefined) | 1 | i | i | i | i | i | i | i | 0 | i | i
Cc1ccc(Cl)cc1N1CCN(C(=O)C2CCN(c3nnc(-n4cccc4)s3)CC2)CC1 | -5 | i | i | i | i | i | i | i | 39 | i | i
O=C(CSc1nc(=O)n(CCN2CCOCC2)c2c1CCCC2)Nc1cccc([N+](=O)[O-])c1 | -5 | i | i | i | i | i | i | i | -5 | i | i
C=CCN(Cc1cn(C)nc1-c1cccc(Cl)c1)C1CCS(=O)(=O)C1 (centres undefined) | 0 | i | i | i | i | i | i | i | -21 | i | i
COCCSc1ccccc1C(=O)N1CCCC(C)C1 (centres undefined) | -6 | i | i | i | i | i | i | i | ? | i | i
COc1ccc(/C=C/C(=O)NC(=S)Nc2ccc(Br)cn2)cc1 | 1 | i | i | i | i | i | i | i | -5 | i | i
CCN(CC)C(=S)SC1CCCCN(C(=O)c2ccc(F)cc2)C1=O (centres undefined) | -2 | i | i | i | i | i | i | i | 5 | i | i
COC(=O)C(C)N1CCC(=O)c2ccccc2S1(=O)=O (centres undefined) | -1 | i | i | i | i | i | i | i | 1 | i | i
CNC(=O)C(=O)NCC1OCCN1S(=O)(=O)c1ccc2c(c1)OCCO2 (centres undefined) | -4 | i | i | i | i | i | i | i | -14 | i | i
Cc1cccc(C)c1NC(=S)N(Cc1ccccc1)Cc1cccnc1 | · | i | i | i | i | i | i | i | 19 | i | i

# Following part.
compound | HDAC3 inhib | TRPC6 act | ANO1 block | RGS4 pot | TRPC6 inh | MrgX1 antagonist | MrgX1 allo act | RGS4 block | SKKanGAS inh | MrgX1 agonist | TMEM16A act
COc1cc(C2c3c(oc4ccccc4c3=O)C(=O)N2c2ccc(C)cn2)ccc1O (centres undefined) | 1 | i | i | i | i | i | i | i | 4 | i | i
CCOc1ccc(NC2CCN(C(C)=O)CC2)cc1 | -5 | i | i | i | i | i | i | i | -8 | i | i
COc1ccc(C2=NOC(C(=O)Nc3cc(C)on3)C2)cc1 (centres undefined) | 12 | i | i | i | i | i | i | i | -5 | i | i
O=C(NCc1ccc2c(c1)OCO2)c1ccc(NS(=O)(=O)c2ccc3c(c2)OCCO3)cc1 | 1 | i | i | i | i | -6.9* | i | i | 3 | i | i
Cc1cc(C)c(S(=O)(=O)Nc2ccccn2)c(C)c1 | -1 | i | i | i | i | i | i | i | -3 | i | i
Cc1cccc(C(=O)Nc2c(C(=O)N(C)C)cnn2-c2ccccc2)c1 | 0 | i | i | i | i | i | i | i | -2 | i | i
Nc1ncnc(Nc2ccccn2)c1[N+](=O)[O-] | 4 | i | i | i | i | i | i | i | -7 | i | i
CCOc1ccccc1NC(=S)N1CCN(c2cccc(C)c2C)CC1 | -3 | i | i | i | i | i | i | i | 15 | i | i
COc1cccc(NC(=O)CS(=O)(=O)c2cn(CC(=O)N3CCOCC3)c3ccccc23)c1 | -5 | i | i | i | i | i | i | i | -8 | i | i
